GLS inh: qHTS for Inhibitors of Glutaminase (GLS); GLS enzymatic activity, qHTS titration; 410,000 compounds, 0.21% hits; AID 624170, 2012; Glutaminase kidney isoform, mitochondrial (Homo sapiens), O94925; Potency, µM (highest dose often 45.5 µM), for the others: at the top dose activity change, negative = inhibition, usual class: inhibitors; also: % is scaled to controls: 0 for no effect and ±100 for the full control effect
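Enzyme dispensed in phosphate buffer (45 mM, pH 8.2, 0.02% Tween-20), compounds pinned in, then 1 mM L-glutamine solution and the glutamate oxidase–HRP–Amplex Red mix added; fluorescence read immediately and again after 30 min at room temperature.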
G9a block: qHTS Assay for Inhibitors of Histone Lysine Methyltransferase G9a | Histone-lysine N-methyltransferase EHMT2 (Homo sapiens), Q96KQ7 | G9a H3K9 monomethylation, AlphaScreen, 2 h | Potency, µM (top dose mostly 102 µM), inactives show top-dose activity, negative = inhibition, actives largely listed as inhibitors | 350,000 compounds, 8.8% hits; also: % is scaled to controls: 0 for no effect and ±100 for the full control effect; nearly all actives have a fitted effect of over 75% in size
Target sequence (Q96KQ7 913-1193 limits assumed): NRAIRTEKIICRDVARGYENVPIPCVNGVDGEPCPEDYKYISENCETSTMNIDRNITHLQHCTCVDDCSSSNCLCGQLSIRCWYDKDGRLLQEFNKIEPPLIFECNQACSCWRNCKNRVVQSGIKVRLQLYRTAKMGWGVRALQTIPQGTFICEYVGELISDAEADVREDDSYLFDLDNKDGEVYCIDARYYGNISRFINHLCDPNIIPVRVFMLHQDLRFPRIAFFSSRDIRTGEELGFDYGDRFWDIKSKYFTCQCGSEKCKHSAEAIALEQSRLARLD
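Readings reflect AlphaScreen signal from monomethyl-H3K9 antibody detection. HMT at 20 nM; substrate b-H3K9 500 nM; cofactor SAM 20 uM; 2 h RT reaction; compounds tested as titrations in qHTS with 15 min preincubation.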
Pin1 inhibitor: qHTS Assay to Find Inhibitors of Pin1. Peptidyl-prolyl cis-trans isomerase NIMA-interacting 1 (Homo sapiens), Q13526. Pin1 FP peptide displacement, HiFluor488, 10 min. 390,000 compounds, 0.009% hits. Potency, µM (doses to about 115 µM), without a hit: top-dose activity, negative = inhibition, most hits filed as inhibitors. AID 504891, 2011; active = well fitted inhibition curve with a large enough effect in the polarisation, with a control signal flat, not every such curve was filed as active; inconclusive = small, poorly fitted or top-dose-only effect, or effect the other way, or a change in a side signal; inactive = no such curve, though single readings can be large or run the other way; the % refers to the polarisation; also: % is scaled to controls: 0 for no effect and ±100 for the full control effect
Target sequence (Q13526 whole entry, looked up): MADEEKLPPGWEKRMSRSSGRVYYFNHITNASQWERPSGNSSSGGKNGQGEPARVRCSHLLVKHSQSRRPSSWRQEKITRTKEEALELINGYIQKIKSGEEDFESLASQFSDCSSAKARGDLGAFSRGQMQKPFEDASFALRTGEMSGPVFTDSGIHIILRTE
HP1b chromo inh: HTS for Inhibitors of HP1-beta Chromodomain Interactions with Methylated Histone Tails; Chromobox protein homolog 1 (Homo sapiens), P83916; AlphaScreen HP1-beta / biotin-H3K9me3 peptide binding; Potency, µM (series often up to 114 µM), for inactives: at the highest dose activity change, negative = inhibition, usual class: inhibitors; 390,000 compounds, 0.56% hits; AID 540317, 2011; also: nearly all actives have a fitted effect of over 70% in size; inactives centre near 23
Target sequence (P83916 whole entry, looked up): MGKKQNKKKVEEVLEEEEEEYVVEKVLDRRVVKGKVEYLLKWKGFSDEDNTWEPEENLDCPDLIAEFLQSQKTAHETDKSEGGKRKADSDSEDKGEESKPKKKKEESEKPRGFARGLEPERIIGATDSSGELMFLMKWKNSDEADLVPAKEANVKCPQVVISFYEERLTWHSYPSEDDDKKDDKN
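Compound inhibition of the preformed complex between 50 nM HP1-beta and 50 nM biotinylated H3K9me3 peptide was read by AlphaScreen. Buffer was PBS pH 7.4 with 0.01% Tween-20. Incubations ran 30 min at room temperature, with 10 ug/mL donor/acceptor beads.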
POLI inh: qHTS for Inhibitors of Polymerase Iota. DNA polymerase iota (Homo sapiens), Q9UNA4. 390,000 compounds, 1% hits. Pol iota fluorescent replication assay, 10 min. Potency, µM (highest dose often 115 µM), for the others: at the top dose activity, negative = inhibition, actives largely listed as inhibitors
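Fluorescent replication assay read twice, at 0 min and 10 min after adding 50 nM (final) substrate. Enzyme (10 nM) and compounds were first incubated 15 min at room temperature; enzyme-free buffer wells were negative controls.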
BLM inh: qHTS Assay for Inhibitors of Bloom's syndrome helicase (BLM); RecQ-like DNA helicase BLM (Homo sapiens), P54132; recombinant BLM DNA unwinding, fluorescence dequenching; Potency, µM (series often up to 56.1 µM), without a hit: top-dose activity change, negative = inhibition, most hits filed as inhibitors; 350,000 compounds, 0.2% hits; AID 2528, 2010;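 also: plate controls were vehicle for no effect and no enzyme for full effect; nearly all actives have a fitted effect of over 35% in size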
BAZ2B block: qHTS Assay for Inhibitors of BAZ2B. Bromodomain adjacent to zinc finger domain protein 2B (Homo sapiens), Q9UIF8. AlphaScreen BAZ2B-H3K14Ac peptide displacement. Potency, µM (highest dose often 114 µM), for inactives: top-dose activity change, negative = inhibition, usual class: inhibitors. 360,000 compounds, 4.4% hits. AID 504333, 2011; also: % is scaled to controls: 0 for no effect and ±100 for the full control effect; nearly all actives have a fitted effect of over 60% in size
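Inhibition is scored as reduced AlphaScreen emission. The BAZ2B/b-H3(5-23)K14Ac complex (50 nM each) in PBS pH 7.4, 0.01% Tween-20 meets compound (up to 110 uM) for 30 min at RT before bead addition.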
Tb PGK inh: qHTS Assay to Find Inhibitors of Phosphoglycerate Kinase; 380,000 compounds, 0.043% hits; Potency, µM (doses to about 57.5 µM), for the others: at the highest dose activity change, negative = inhibition, actives largely listed as inhibitors; Phosphoglycerate kinase, glycosomal (Trypanosoma brucei brucei), P07378; PGK/GAPDH coupled, Kinase-Glo luminescence, 60 min; also: % is scaled to controls: 0 for no effect and ±100 for the full control effect; nearly all actives have a fitted effect of over 60% in size
Target sequence (P07378 whole entry, looked up): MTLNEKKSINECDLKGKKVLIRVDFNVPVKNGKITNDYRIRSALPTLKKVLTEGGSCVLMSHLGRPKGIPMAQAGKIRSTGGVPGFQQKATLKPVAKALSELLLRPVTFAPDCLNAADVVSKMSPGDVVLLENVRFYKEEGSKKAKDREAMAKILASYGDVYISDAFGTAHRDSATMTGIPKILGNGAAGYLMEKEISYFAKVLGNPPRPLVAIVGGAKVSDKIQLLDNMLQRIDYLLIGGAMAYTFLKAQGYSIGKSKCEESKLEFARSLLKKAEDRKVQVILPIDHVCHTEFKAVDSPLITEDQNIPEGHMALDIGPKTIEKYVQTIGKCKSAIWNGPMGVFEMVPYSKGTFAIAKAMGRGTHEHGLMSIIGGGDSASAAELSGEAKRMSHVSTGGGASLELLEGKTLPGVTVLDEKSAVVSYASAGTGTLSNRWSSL
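Recombinant glycosomal PGK reaction used 1,3-bisphosphoglycerate generated in-well by GAPDH (100nM final) in 100mM TEA pH 7.6, 5mM MgCl2, 0.01% Tween-20. After 60 minutes at room temperature, ATP was read by Kinase-Glo Plus luminescence end-point.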
JMJD2A Tudor: qHTS Assay for Inhibitors of JMJD2A-Tudor Domain | AlphaScreen JMJD2A-Tudor / H3K4me3 peptide binding | Potency, µM (top dose mostly 114 µM), for the others: at the highest dose activity change, negative = inhibition, actives largely listed as inhibitors | 390,000 compounds, 4.4% hits; also: % is scaled to controls: 0 for no effect and ±100 for the full control effect; nearly all actives have a fitted effect of over 50% in size
The depositor's hits bear a star; i = inactive; ? = inconclusive; . = no result given; [ ] = another dose, or the depositor's remark. Unless noted, calls follow the shape of the dose curve; as a rule, active = well fitted curve in the direction sought with a large enough effect; inconclusive = small, poorly fitted or top-dose-only effect, or another doubt; inactive = no such curve, though single readings can be large; an effect the other way counts as inactive or inconclusive. Potency is read from the fitted curve at half-maximal effect.

| item | smiles | BAZ2B block | G9a block | BLM inh | Pin1 inhibitor | POLI inh | JMJD2A Tudor | Tb PGK inh | HP1b chromo inh | GLS inh |
| --- | --- | --- | --- | --- | --- | --- | --- | --- | --- | --- |
| 1 | O=C1OCC(CC2=C(O)C(=O)OC2)=C1O | . | . | . | 34%[activator] | 35%[activator] | -18% | -9% | 3%[57 µM] | 2% |
| 2 | CSc1nsc(SCC(=O)Nc2ccc(F)cc2)n1 | 13% | 9% | 0% | 1% | 16% | 13% | 3% | 35%[activator] | -11% |
| 3 | CCN(CC)CCNC(=O)c1cc2c(=O)oc3ccc(C)cc3c2s1 | -5% | 7%[59 µM] | 103%[activator] | -10% | 8% | 6% | 0% | 26% | 16% |
| 4 | Cc1ccccc1OCc1nnc(SCC(=O)Nc2ccc3nc(SCC(=O)Nc4ccccc4)sc3c2)n1C | -21% | -48% | -5% | 15% | ? | -26% | 13% | 11% | 0% |
| 5 | COc1ccc(COC(=O)CCN=C2NS(=O)(=O)c3ccccc32)cc1F | -5% | -37% | . | -2% | 30%[activator] | -2% | -2% | 25% | -2% |
| 6 | COCCNC(=S)N1CCC(Cc2ccccc2)CC1 | 1% | 0% | -5% | -1% | 12% | -1% | 3% | 42%[activator] | 1% |
| 7 | COCCCNC(=O)c1ccc(CSc2nc3cccnc3n2Cc2ccc(OC)cc2)cc1 | -2% | -26%[59 µM] | 0% | 6% | 17% | -11% | -10% | 19% | -14% |
| 8 | Nc1nc(SCC(=O)c2c(N)n(Cc3ccccc3)c(=O)[nH]c2=O)n[nH]1 | -4% | 31%[12.7 µM] | -2% | -2% | 3% | -7% | -1% | 7% | 0% |
| 9 | Cc1cc(/C=N/n2cnnc2)c(C)n1-c1ccc2c(c1)OCO2 | ? | ? | -1% | -5% | 4% | ? | -11% | -14% | 1% |
| 10 | CC1=Nn2c(nnc2-c2n[nH]c3c2CCC3)SC1 | 8% | -10%[59 µM] | 0% | 0% | 7% | 3% | 0% | 49%[activator] | 0% |
| 11 | CCn1c(SCC(=O)OC)nnc1-c1ccc(C)cc1 | 3% | . | 0% | 1% | 21% | -5% | i | 38%[activator] | -5% |
| 12 | COc1ccc(C(=O)C2CCCN(Cc3sc(N4CCCC4)nc3Cl)C2)c(OC)c1 (centres undefined) | -29% | ? | -5% | -5% | 24% | -34% | i | 13% | 0% |
| 13 | C#Cc1ccc(CN2CCN(Cc3ccsc3)C(CCO)C2)cc1 (centres undefined) | -3% | . | -3% | 9% | 36%[activator] | -17% | -1% | 40%[activator] | -10% |
| 14 | COc1ccc(/C(C)=N\NC(=O)c2ccc(-c3ccccc3)cc2)c(F)c1 | -5% | 41% | -2% | -3% | 93%[activator] | -14% | -5% | 33% | 4% |
| 15 | CCNC(=O)NC(=O)C(C)OC(=O)[C@H](C)NS(=O)(=O)c1c(C)c(C)cc(C)c1C (some centres undefined) | -18% | . | -1% | ? | 27% | 14% | -1% | 36%[activator] | 0% |
| 16 | COc1ccc(C(=O)N2c3ccccc3C(C)(c3ccc(Cl)cc3)CC2(C)C)cc1 (centres undefined) | -2% | -1%[59 µM] | -7% | -4% | 9% | -3% | -5% | 44%[activator] | -4% |
| 17 | CCOc1cccc(/C=N/Nc2nc(N3CCCC3)nc(N3CCCC3)n2)c1O | -23% | 12% | -1% | 0% | 31% | -7% | i | 51%[activator] | -1% |
| 18 | O=C1C(=O)N(CCS(=O)(=O)c2ccccc2)c2ccccc21 | -6% | 3%[59 µM] | -1% | -2% | 11% | 24% | -6% | 30% | 2% |
| 19 | COc1cccc(CC2(CO)CCN(Cc3ccc4cccc(F)c4n3)CC2)c1 | -13% | -40% | 2% | 5% | 88%[activator] | -18% | i | 0% | -5% |
| 20 | COc1cc(C(=O)OCC(=O)Nc2ccc(OC(F)F)cc2)cc(OC)c1OC | 0% | -6% | -6% | -2% | 48%[activator] | 2% | 4% | 21% | -1% |
| 21 | COC(=O)C1C2C=CC3(CN(Cc4cccs4)C(=O)C13)O2 (centres undefined) | -22% | 0% | 1% | -3% | -11% | -10% | -3% | 24% | 3% |
| 22 | Cn1ccsc1=NC(=O)c1ccc(Cl)c([N+](=O)[O-])c1 | -7% | -9%[2.33 µM] | -7% | 0% | -20% | -8% | -9% | 52%[activator] | -14% |
| 23 | CC1CCC(NC(=O)CCNC(=O)c2ccccc2)CC1 (centres undefined) | 1% | -6% | -7% | -11% | 22% | -21% | -2% | 35% | 1% |
| 24 | CC1(C)OC(=O)C(=Cc2ccc[nH]2)C(=O)O1 | -18% | 12% | 0% | -3% | ? | -12% | -1% | 46%[activator] | 1% |
| 25 | CC(=O)NC12CC3CC(C1)CC(C(=O)N1CCN(S(=O)(=O)c4cccc([N+](=O)[O-])c4)CC1)(C3)C2 | . | . | . | 1% | 18% | -9% | -10% | 25% | 0% |
| 26 | CCC(=O)N1CCc2cc(Br)cc(S(=O)(=O)CCC(=O)NCc3ccco3)c21 | -2% | -15%[59 µM] | -12% | 1% | 3% | -24% | -4% | 20% | -7% |
| 27 | CCCn1c(N)c(Sc2ccccc2)c(=O)n(CCC)c1=O | 4% | 14% | 3% | 3% | 8%[58.9 µM] | -4% | -7% | 35% | -1% |
| 28 | CN(C(=O)CSc1ccc(S(=O)(=O)N2CCCCC2)cn1)c1ccccc1 | 4% | -7%[12.7 µM] | . | 1% | 2% | -7% | -8% | 54%[activator] | -9% |
| 29 | CCOC(=O)N/N=C\c1ccc(-c2cccc(C(F)(F)F)c2)o1 | ? | ? | -6% | -3% | 9% | ? | -2% | -26% | -14% |
| 30 | COc1ccc(CCCc2nnc(SCC(=O)Nc3cc(C)c(C)cc3Br)o2)cc1 | -3% | 7% | -8% | 8% | 27% | 21% | -6% | 41% | 2% |

Three entries already listed, arranged by their value in POLI inh, high to low:
| item | smiles | BAZ2B block | G9a block | BLM inh | Pin1 inhibitor | POLI inh | JMJD2A Tudor | Tb PGK inh | HP1b chromo inh | GLS inh |
| --- | --- | --- | --- | --- | --- | --- | --- | --- | --- | --- |
| 15 | CCNC(=O)NC(=O)C(C)OC(=O)[C@H](C)NS(=O)(=O)c1c(C)c(C)cc(C)c1C (some centres undefined) | -18% | . | -1% | ? | 27% | 14% | -1% | 36%[activator] | 0% |
| 16 | COc1ccc(C(=O)N2c3ccccc3C(C)(c3ccc(Cl)cc3)CC2(C)C)cc1 (centres undefined) | -2% | -1%[59 µM] | -7% | -4% | 9% | -3% | -5% | 44%[activator] | -4% |
| 26 | CCC(=O)N1CCc2cc(Br)cc(S(=O)(=O)CCC(=O)NCc3ccco3)c21 | -2% | -15%[59 µM] | -12% | 1% | 3% | -24% | -4% | 20% | -7% |

Later entries.
| item | smiles | BAZ2B block | G9a block | BLM inh | Pin1 inhibitor | POLI inh | JMJD2A Tudor | Tb PGK inh | HP1b chromo inh | GLS inh |
| --- | --- | --- | --- | --- | --- | --- | --- | --- | --- | --- |
| 31 | COc1ccc(/C=N/NS(=O)(=O)c2ccccc2)cc1OS(=O)(=O)c1ccc(C)cc1 | -31% | ? | -3% | 11% | -18% | 1% | -9% | 37% | 13% |
| 32 | CCCCNC(=O)N(O)C1N(CCCC)C(=O)N(CC(=O)OC)C1(C)C (centres undefined) | 10% | ? | 6% | 2% | 8% | -3% | . | 25% | 23% |
| 33 | Cc1ccc(NC(=S)N(CCCN(C)C)Cc2cc3cc4c(cc3[nH]c2=O)OCO4)c(C)c1 | -1% | 3% | 32%[activator] | 0% | 154%[activator] | -16% | -5% | 10% | 5% |
| 34 | CCOc1cc(S(=O)(=O)NCCCN2CCOCC2)ccc1F | -15% | 40% | -4% | 0% | 17% | -8% | 5% | 40% | 0% |
| 35 | CCN(CC)S(=O)(=O)c1ccc(C)c(NC(=O)CSc2nc3ccccc3[nH]2)c1 | -35% | 7%[59 µM] | -10% | -1% | -14% | -23% | i | 12% | -3% |
| 36 | CC(=O)NC1(C(F)(F)F)C(=O)Nc2c1c(=O)n(C)c(=O)n2C (centres undefined) | -21% | ? | 1% | 3% | 5% | 3% | 2% | 33% | 11% |
| 37 | COC(=O)c1ccc(C(=O)OC)c(NC(=O)COC(=O)CCOc2ccc(C)cc2)c1 | 12% | 10%[59 µM] | . | 4% | 3% | 1% | -7% | 51%[activator] | -9% |
| 38 | COc1ccc(N(C)C(=O)CCS(=O)(=O)c2cccc3nonc23)cc1 | ? | -2%[59 µM] | 5% | -2% | 9% | -5%[57.1 µM] | -3% | 40%[activator] | -13% |
| 39 | CCN(CC)C(CNS(=O)(=O)c1ccc(Cl)cc1)c1ccccc1 (centres undefined) | -13% | -35% | -3% | -2% | 144%[activator] | -7%[57.1 µM] | 2% | 35% | -4% |
| 40 | O=C(NCCCN1CCOCC1)c1ccc2c(=O)n(Cc3ccc(Cl)cc3)c(=S)[nH]c2c1 | -35% | 7.1µM* | 3% | 0% | -17% | -23% | 0% | 54%[activator] | -1% |

Entries of single compounds, quoted from the list:
`CCCCNC(=O)N(O)C1N(CCCC)C(=O)N(CC(=O)OC)C1(C)C` (centres undefined) in the list: BAZ2B block: 10%; G9a block: ?; BLM inh: 6%; Pin1 inhibitor: 2%; POLI inh: 8%; JMJD2A Tudor: -3%; Tb PGK inh: .; HP1b chromo inh: 25%; GLS inh: 23%
`COc1ccc(/C=N/NS(=O)(=O)c2ccccc2)cc1OS(=O)(=O)c1ccc(C)cc1` in the list: BAZ2B block: -31%; G9a block: ?; BLM inh: -3%; Pin1 inhibitor: 11%; POLI inh: -18%; JMJD2A Tudor: 1%; Tb PGK inh: -9%; HP1b chromo inh: 37%; GLS inh: 13%

Some of the compounds tested; the hit share may differ from the screen's.
